Screening results (PubChem BioAssay)
ELG1 genotoxic: genotoxicity induction in ELG1-luciferase HEK293T cells; HEK293T ELG1-luciferase reporter, luminescence, 16 h; Potency, µM (titrated, usually from 46 µM), for inactives: at the top dose activity change, positive = activation, usual class: activators; hit rate 1.3% among 330,000; AID 504466; note: potency is the fitted concentration of half-maximal effect; % of control where 0% means no effect; nearly all actives have a fitted effect of over 60% in size
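Luminescence read-out: rising ELG1-luciferase signal, reflecting elevated ELG1 protein under genetic stress, flags genotoxic compounds. Cells were treated for 16 hr at 37 °C before ONE-Glo detection.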
FLuc counter: firefly luciferase modulation, counter-screen for miR-21 project. hit rate 6.9% among 360,000. purified FLuc, Km substrates, luminescence inhibition. Potency, µM (series often up to 57.5 µM), inactives show top-dose activity change, negative = inhibition, hits mostly inhibitors. AID 588342;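 note: potency is the fitted concentration of half-maximal effect; plate controls were vehicle for no effect and reference inhibitor for full effect; nearly all actives have a fitted effect of over 55% in size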
Target sequence (P08659 whole entry, looked up): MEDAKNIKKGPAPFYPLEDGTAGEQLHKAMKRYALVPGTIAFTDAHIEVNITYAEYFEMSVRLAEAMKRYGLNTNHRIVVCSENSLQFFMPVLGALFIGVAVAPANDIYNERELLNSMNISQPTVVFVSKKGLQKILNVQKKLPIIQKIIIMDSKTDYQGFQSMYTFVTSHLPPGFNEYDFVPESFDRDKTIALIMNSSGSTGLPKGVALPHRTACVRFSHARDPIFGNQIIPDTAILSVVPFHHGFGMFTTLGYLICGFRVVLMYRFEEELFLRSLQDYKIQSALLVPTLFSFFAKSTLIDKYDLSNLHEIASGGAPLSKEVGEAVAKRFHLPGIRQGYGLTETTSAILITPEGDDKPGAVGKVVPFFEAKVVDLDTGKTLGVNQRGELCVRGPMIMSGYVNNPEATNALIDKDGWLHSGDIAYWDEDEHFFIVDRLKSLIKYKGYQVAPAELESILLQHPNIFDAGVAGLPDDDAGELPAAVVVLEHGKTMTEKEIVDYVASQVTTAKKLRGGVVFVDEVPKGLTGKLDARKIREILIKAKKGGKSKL
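Biochemical qHTS of compounds, final roughly 60 µM downward over six points, against 10 nM purified firefly luciferase using Km concentrations of substrates (10 uM D-luciferin, 10 uM ATP) in Tris acetate pH 7.5 buffer; luminescence output.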
BRCA1 expr act: activators of BRCA1 expression. Potency, µM (highest dose often 46.1 µM), without a hit: at the highest dose activation, hits mostly activators. hit rate 1.1% among 380,000. MCF7-BRCA1-FFLuc reporter, luminescence, 48 h; response scale: scaled: vehicle 0%, 10 µM genistein 100%. AID 624202; note: potency is the fitted concentration of half-maximal effect; nearly all actives have a fitted effect of over 80% in size; some results filed as inactive show a strong effect at the top dose
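First, MCF7-BRCA1-FFLuc cells (2000/well) attach for 2 h; next, compounds are pin-added and incubated 48 h at 37 °C; finally, luciferase reagent is added and luminescence read after 15 min.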
VP16 counter: counter-screen for ROR gamma inhibitors: Gal4-VP16 reporter. Potency, µM (doses to about 53.6 µM), inactives show top-dose activity, negative = inhibition, actives largely listed as inhibitors. Drosophila S2 Gal4-VP16 UAS-luciferase, luminescence, 20 h. hit rate 3.5% among 310,000. AID 2546;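 note: Gal4-VP16 expression switched on by copper sulfate through the metallothionein promoter; potency is the fitted concentration of half-maximal effect; % is set by controls: 0 for no effect and ±100 for the full control effect; nearly all actives have a fitted effect of over 50% in size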
p53 reactivation: restores transcriptional activity of mutant p53; H1299 p53-A138V BP100-luciferase reporter, luminescence, 24 h; Potency, µM (series often up to 92.2 µM), inactives show at the highest dose activity change, positive = activation, usual class: activators; hit rate 0.063% among 320,000; AID 504706; note: potency is the fitted concentration of half-maximal effect; % of control where 0% means no effect; nearly all actives have a fitted effect of over 45% in size
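p53-null H1299 cells stably carrying temperature-sensitive p53-A138V and a BP100-luciferase reporter were pinned with compounds (4-point, 1:5 series) and held 24 hrs at 37 deg C. Luminescence was read 10 min after detection reagent.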
ELG1 DNA repair: inhibitors of ELG1-dependent DNA repair in HEK293T cells; HEK293T ELG1-luciferase reporter, luminescence, 16 h; DNA damage induced by 5-fluorouridine; Potency, µM (doses to about 46.1 µM), inactives show top-dose activity change, negative = inhibition, actives largely listed as inhibitors; hit rate 2.3% among 330,000; note: potency is the fitted concentration of half-maximal effect; % is set by controls: 0 for no effect and ±100 for the full control effect; nearly all actives have a fitted effect of over 55% in size
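Cells (2,000 per well) received 5-fluorouridine plus test compound or DMSO and were incubated 16 hr at 37 °C, 5% CO2. Luciferase activity was read by luminescence 30 min after ONE-Glo addition; signal suppression marked inhibition of damage-induced ELG1 function.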
Tb PFK block: T. brucei PFK enzyme inhibition; O15648; T. brucei PFK, ADP-Glo luminescence; Potency, µM (series often up to 57.5 µM), for the others: at the highest dose activity, negative = inhibition, usual class: inhibitors; hit rate 0.17% among 330,000; AID 485367;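 note: potency is the fitted concentration of half-maximal effect; 0% = uninhibited 1x PFK enzyme wells and -100% = no-enzyme wells; nearly all actives have a fitted effect of over 60% in size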
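ADP-Glo luminescence quantified ADP after 45 min at room temperature, with 1.25 nM T. brucei PFK, 0.1 mM ATP and 0.5 mM fructose-6-phosphate in pH 8.0 TEA buffer. qHTS titrations up to 57 µM; curves classified by quality.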
Rab9 prom act: Rab9 promoter activation. hit rate 2.8% among 320,000. Potency, µM (series often up to 9.22 µM), inactives show at the highest dose activation, negative = inhibition, usual class: activators. Huh7 Rab9 promoter-luciferase reporter, luminescence, 24 h; note: potency is the fitted concentration of half-maximal effect; % of control where 0% means no effect; nearly all actives have a fitted effect of over 60% in size
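Promoter activation is measured as luciferase luminescence in Huh7 cells stably transfected with a Rab9 promoter–luciferase construct, following 24 h compound exposure at 37 °C and 10 min reagent incubation at ambient temperature.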
RORgamma inh: inhibitors of mouse ROR gamma transcriptional activity. hit rate 5.4% among 310,000. AID 2551. Drosophila S2 Gal4-RORgamma UAS-luciferase reporter, 20 h. Potency, µM (doses to about 53.6 µM), without a hit: top-dose activity change, negative = inhibition, hits mostly inhibitors. P51450; note: potency is the fitted concentration of half-maximal effect; % is set by controls: 0 for no effect and ±100 for the full control effect; nearly all actives have a fitted effect of over 60% in size
Target sequence (P51450 whole entry, looked up, the tested form may be a part): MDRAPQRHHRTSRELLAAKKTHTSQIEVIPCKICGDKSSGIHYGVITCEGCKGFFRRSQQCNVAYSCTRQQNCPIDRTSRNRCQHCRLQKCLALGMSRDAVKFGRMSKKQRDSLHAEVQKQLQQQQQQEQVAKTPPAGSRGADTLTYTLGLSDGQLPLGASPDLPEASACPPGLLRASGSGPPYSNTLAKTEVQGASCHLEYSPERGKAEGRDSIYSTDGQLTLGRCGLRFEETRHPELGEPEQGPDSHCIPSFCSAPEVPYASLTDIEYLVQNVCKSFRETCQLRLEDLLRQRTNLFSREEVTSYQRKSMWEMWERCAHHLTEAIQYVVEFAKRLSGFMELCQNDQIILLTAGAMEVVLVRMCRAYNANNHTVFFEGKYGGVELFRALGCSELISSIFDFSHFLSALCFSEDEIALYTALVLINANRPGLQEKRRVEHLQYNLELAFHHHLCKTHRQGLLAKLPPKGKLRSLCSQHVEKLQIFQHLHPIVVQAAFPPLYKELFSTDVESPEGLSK
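Schneider cells (Drosophila), stable Gal4 DBD–ROR gamma + UAS-luc; 1 hr cmpd preincubation; Cu2+ induction 700 uM final; 20 hr ambient; luminescence.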
NPC1 promoter act: activators of NPC1 promoter; Huh7 NPC1 promoter luciferase reporter, 24 h; Potency, µM (titrated, usually from 9.22 µM), for inactives: at the top dose activation, most hits filed as activators; hit rate 2.4% among 320,000; AID 485313;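 note: potency is the fitted concentration of half-maximal effect; % of control where 0% means no effect; nearly all actives have a fitted effect of over 60% in size; reporter is driven by a mutant NPC1 promoter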
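Luciferase expression driven by the NPC1 promoter was measured in stably transfected Huh7 cells after a 24 h compound incubation, using a luciferase reagent and a luminescence read.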
TRPV1 agonist: activates the human vanilloid receptor TRPV1 | hit rate 0.19% among 320,000 | TRPV1-expressing cells, Fluo-8 calcium influx, agonist mode | Q8NER1 | activation, % at 8.33 µM; in the data active = activation above about 80%; inconclusive = between about 30% and that limit; note: 0% is about no effect
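TRPV1-expressing cells were cultured overnight at 35.5C and loaded with Fluo-8 calcium dye for 40 to 90 min at room temperature. After a 10 s baseline, compound was added and calcium influx was read kinetically for 3 min (ex 480/em 520 nm).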
The depositor's hits bear a star; ? = inconclusive; · = not tested or not shown; & = joins results of further samples; [ ] = another dose, or the depositor's remark. Unless noted, calls come from the whole dose curve; as a rule, active = well fitted curve in the direction sought with a large enough effect; inconclusive = small, poorly fitted or top-dose-only effect, or another doubt; inactive = no such curve, though single readings can be large; an effect the other way counts as inactive or inconclusive.

Sample of the layout (three entries):
SMILES	ELG1 genotoxic	FLuc counter	BRCA1 expr act	VP16 counter	p53 reactivation	ELG1 DNA repair	Tb PFK block	Rab9 prom act	RORgamma inh	NPC1 promoter act	TRPV1 agonist
Cc1cc(Cl)ccc1OC(C)C(=O)NN=C1CCCCCC1 (centres undefined)	1%	2%	51%	-5%	-5%	?	-1%	0%	-9%	-3%	16
O=C(/C=C/c1ccccc1)NC(N1CCOCC1)C(Cl)(Cl)Cl (centres undefined)	9%	?	7%	0%	-3%	?	2%	22%	39%	9%	22
COc1ccc(NC(=O)CCC(=O)Nc2ccc3nc(N4CCOCC4)cc(C)c3c2)c(OC)c1	?	2.7µM*	85%	-17%	9%	?	1%	2.5µM*	4%	?	0

Main list (from the top)
SMILES	ELG1 genotoxic	FLuc counter	BRCA1 expr act	VP16 counter	p53 reactivation	ELG1 DNA repair	Tb PFK block	Rab9 prom act	RORgamma inh	NPC1 promoter act	TRPV1 agonist
Cc1cc(Cl)ccc1OC(C)C(=O)NN=C1CCCCCC1 (centres undefined)	1%	2%	51%	-5%	-5%	?	-1%	0%	-9%	-3%	16
O=C(/C=C/c1ccccc1)NC(N1CCOCC1)C(Cl)(Cl)Cl (centres undefined)	9%	?	7%	0%	-3%	?	2%	22%	39%	9%	22
COc1ccc(NC(=O)CCC(=O)Nc2ccc3nc(N4CCOCC4)cc(C)c3c2)c(OC)c1	?	2.7µM*	85%	-17%	9%	?	1%	2.5µM*	4%	?	0
CC(=O)c1c(C)[nH]c(C(=O)COC(=O)c2c(-c3ccccc3)noc2C)c1C	-1%	·	-74%	·	-9%	21µM*	1%	·	·	·	·
CCOC(=O)c1c(C)oc2ccc(OCC(N)=O)cc12	-6%	4%	6%	-8%	0%	3%	-4%	-1%	-19%	15%	?
O=c1c2sccc2n(Cc2ccc(F)cc2)c(=O)n1-c1ccc(F)cc1	-1%	-3%	-23%	-19%	-5%	-1%	1%	10%	1%	-2%	-16
Cc1ccc(S(=O)(=O)NCC(=O)N(CC(=O)NCc2ccccc2)CC2CCCO2)cc1 (centres undefined)	-5%	1%	-13%	2%	18%	0%	4%	-3%	33%	0%	-1
CCc1nc(N2CCN(C(C)=O)CC2)c2c3c(sc2n1)CCCC3	-1%	-1%	-1%	?	6%	?	0%	9%	28%	1%	?
CCCCn1c(-c2cc(Cl)ccc2OC)n[nH]c1=S	·	0%	-18%	10µM*	·	·	·	·	3.2µM*	·	4
CC1(C)Cc2[nH]c3ccccc3c2C(C)(C)N1	-7%	1%	-7%	-2%	-4%	-6%	-11%	3%	-1%	-1%	2
Cc1nc2ccccc2c2oc(C(=O)N3CCN(C4CCCCC4)CC3)cc12	-4%	2%	-34%	5%	-5%	7.3µM*	1%	-15%	-23%	-6%	8
CN(C(=O)COC(=O)C(Cc1ccccc1)NC(=O)c1ccccc1)c1ccccc1 (centres undefined)	4%	1%	17%	7%	?	6%	-5%	2%	30%	2%	1
O=C(c1cccc(F)c1)N1CCN(c2ccc([N+](=O)[O-])c3cccnc23)CC1	-3%	1%	-46%	-10%	-1%	?	-2%	-5%	24%	-7%	6
CCCC(=O)N=c1sc2cccc(F)c2n1C	?	?	-11%	12%	17%	?	-4%	3%	38%	4%	-3
CC(C)c1ccc(-n2nc3ccc(N)cc3n2)cc1	?	0.15µM*	-28%	?	12%	?	2%	0.45µM*	?	0.89µM*	0
Cc1cc(Cl)ccc1OCC(=O)OCC(=O)Nc1cccnc1Cl	1%	·	7%	·	-2%	18%	-9%	0%	·	-2%	7
CCOC(=O)Cc1csc(NS(C)(=O)=O)n1	4%	3%	-2%	-7%	3%	14%	-1%	10%	-9%	2%	0
Cc1sc2nc(CN(CCc3ccccc3)C(=O)c3ccco3)[nH]c(=O)c2c1C	12%	-3%	-4%	2%	-5%	?	4%	-3%	-38%	11%	-2
C=CCC(C)(NCc1ccccc1)c1ccc(C)cc1 (centres undefined)	-6%	4%	-15%	-8%	7%	-13%	5%	-1%	0%[10 µM]	1%	-3
COc1ccc(NC(=O)CC2CCCC2)cc1OC	7%	-2%	38%	2%	4%	?	-2%	9%	4%	2%	?
CC(=O)c1c(C)[nH]c(C(=O)Nc2ccc(C)c(S(=O)(=O)N(C)C)c2)c1C	?	0%	26%	5%	?	?	-4%	11%	-32%	-3%	-5
O=C(NC1CCCCCCC1)c1ccc(S(=O)(=O)N2CCCC2)cc1	-3%	-2%	-1%	1%	15%	-14%	7%	-2%	28%	0%	?
O=C(NCc1ccccc1)c1ccc2c(c1)S(=O)(=O)c1cc(Cl)ccc1C2=O	0%	4%	-5%	·	5%	1%	-5%	1%	·	8%	6
CCCOC(=O)CSC1=C(C#N)C(c2ccc3c(c2)OCO3)CC(=O)N1 (centres undefined)	1%	3%	-52%	8%	-5%	?	0%	0%	5%[10 µM]	7%	5
CC(=O)c1ccc(N2CCN(C(C)C(=O)NC3CCCc4ccccc43)CC2)cc1 (centres undefined)	-4%	1%	-28%	-2%	1%	-12%	-18%	-6%	?	-1%	4

(more compounds)
SMILES	ELG1 genotoxic	FLuc counter	BRCA1 expr act	VP16 counter	p53 reactivation	ELG1 DNA repair	Tb PFK block	Rab9 prom act	RORgamma inh	NPC1 promoter act	TRPV1 agonist
CCOC(=O)CSc1nc2cc(S(=O)(=O)Nc3ccccc3OC)ccc2o1	0%	1%	-13%	10%	0%	-1%	-2%	1%	-24%	-2%	2
O=C(NC1CCCC1)c1cc2cc(Br)ccc2o1	?	11µM*	3.2µM*	11%	-6%	?	0%	2.8µM*	42%	3.2µM*	?
O=C(CCS(=O)(=O)c1ccc(F)cc1)Nc1nnc(-c2cccs2)o1	0%	4%	-38%	·	-20%	3%	7%	-6%	·	-3%	-1
CCOc1ccc(C(=O)C[n+]2ccc(C(=O)NCCO)cc2)cc1	3%	6%	34%	-3%	3%	1%	-2%	-4%	-1%	2%	-1
COc1ccc(Cc2nnc(SCC(=O)NCc3ccco3)o2)cc1	-2%	7%	16%	?	1%	-2%	?	2%	6%	1%	8
O=c1c([N+](=O)[O-])c(N2CCCC2)c2ccccc2n1-c1ccccc1	3%	-2%	4%	-11%	-3%	7%	0%	-2%	2%	-2%	0
Oc1ccc(-c2nc(=S)[nH][nH]2)cc1	16%	-16%	-3%	-12%	4%	8%	-17%	0%	?	0%	1
CCCS(=O)(=O)c1c(S(=O)(=O)CCC)c2c(N)cccn2c1C(=O)OC	-1%	-17%	2%	1%	-11%	-7%	-6%	-13%	9%	-5%	1
O=C(CSc1nnc(Cn2c(=O)sc3ccccc32)n1-c1ccccc1)N1CCCCCC1	2%	0%	-3%	-6%	-1%	1%	14%	-2%	42%	0%	6
CC(C)CN(Cc1c(O)ccc2c(=O)c(-c3ccccc3)coc12)CC(C)C	-2%	4%	2%	2%	·	?	6%	1%	27%[1.91 µM]	-2%	-6
CCOC(=O)c1c(C)[nH]c(C)c1S(=O)(=O)N(C)CC(=O)N(C)Cc1ccccc1	0%	6%	2%	?	4%	2%	14%	2%	-25%	-2%	-1
Cc1ccc(Nc2cc(C)nc3c(C)cccc23)cc1	·	2%	37%	0%	·	-19%	0%	1%	-21%	0%	0
CC(C)(C)c1cc[n+](-c2[nH]c(=O)sc2/C=N/NC(=O)c2ccccc2[O-])cc1	0%	-5%	-20%	3%	5%	?	-30%	6%	-26%	2%	0
COc1ccc(C)cc1NC(=O)c1ccc(NS(=O)(=O)c2c(C)noc2C)cc1	0%	0%&-17%	-18%&2%	7%	2%	2%	1%	-4%	25%	-2%	1
Cc1ccccc1CSc1nnc(Cn2c(=O)sc3ccccc32)n1C	1%	0%	10%	-13%	-8%	0%	-4%	0%	-20%	-2%	7
CC(=O)Nc1cccc(OCC(=O)Nc2cccc(S(=O)(=O)N3CCCC3)c2)c1	-4%	-15%	-14%	·	-11%	?	-1%	-7%	·	-4%	3
CCOc1ccc(NC(=O)C2CC=CCC2C(=O)O)cc1 (centres undefined)	0%	3%[2.3 µM]	1%	3%	-3%	-3%	18%	-3%	-1%	-3%	-1
CCOC(=O)c1sc(NC(=O)c2cc(S(=O)(=O)N3CCOCC3)ccc2C)nc1C	0%	-1%	-11%	8%	-4%	?	4%	-2%	6%	1%	?
CCn1c(=S)sc2c(=O)n(-c3ccccc3)c(=S)[nH]c21	0%	?	-9%	-4%	1%	5%	2%	2%	-34%	-6%	-2
CCSc1ccccc1C(=O)Nc1ccc2c(c1)OCO2	8%	?	11µM*	4%	2%	?	0%	24%	15%	8%	2
Cc1cccc(C)c1NC(=O)CNC(=O)c1ccc2nc[nH]c2c1	0%	3%	3%	·	2%	11%	-5%	3%	·	-2%	0
